Source: PubChem BioAssay
GALK inh: qHTS Assay for Inhibitors of Human Galactokinase (GALK): NCGC Sytravon Library Screen; recombinant GALK, Kinase-Glo ATP luminescence, 1 h; Potency, µM (top dose mostly 57.5 µM), without a hit: at the top dose activity, negative = inhibition, actives largely listed as inhibitors; 44,000 tested, under 10 active;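 further: plate controls were full GALK reaction for no effect and reaction lacking GALK for full effect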
Target sequence (P51570 whole entry, looked up): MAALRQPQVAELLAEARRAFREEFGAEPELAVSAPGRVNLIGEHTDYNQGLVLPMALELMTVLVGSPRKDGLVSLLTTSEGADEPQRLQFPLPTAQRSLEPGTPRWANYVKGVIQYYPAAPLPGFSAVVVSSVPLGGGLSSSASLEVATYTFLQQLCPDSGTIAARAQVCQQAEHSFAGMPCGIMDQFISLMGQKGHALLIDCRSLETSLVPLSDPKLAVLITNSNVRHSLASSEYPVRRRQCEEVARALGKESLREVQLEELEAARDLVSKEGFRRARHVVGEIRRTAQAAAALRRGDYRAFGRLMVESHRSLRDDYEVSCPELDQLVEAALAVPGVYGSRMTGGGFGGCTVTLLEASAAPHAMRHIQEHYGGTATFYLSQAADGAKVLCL
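Luminescent ATP-depletion readout (Kinase-Glo Plus) after 1 h room-temperature incubation of human GALK (5 nM) with galactose 100 µM and ATP 35 µM, pH 8.0 HEPES/Mg2+ buffer; compounds tested in qHTS format.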
NTMT1 inhibitor: Primary qHTS for Inhibitors of N-terminal methyltransferase 1 (NTMT1): MTaseGlo Assay; N-terminal Xaa-Pro-Lys N-methyltransferase 1 (Homo sapiens), Q9BV86; NTMT1 MTase-Glo SAH luminescence, purified enzyme; Potency, µM (top dose mostly 114 µM), for the others: at the top dose activity change, negative = inhibition, most hits filed as inhibitors; 59,000 compounds, 2.5% hits; AID 1645870, 2021;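 further: potency means the concentration at half of the fitted maximal effect; plate controls were DMSO vehicle for no effect and no enzyme for full effect; nearly all actives have a fitted effect of over 65% in size; many of its hits are not listed in these tables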
Target sequence (Q9BV86 whole entry, looked up): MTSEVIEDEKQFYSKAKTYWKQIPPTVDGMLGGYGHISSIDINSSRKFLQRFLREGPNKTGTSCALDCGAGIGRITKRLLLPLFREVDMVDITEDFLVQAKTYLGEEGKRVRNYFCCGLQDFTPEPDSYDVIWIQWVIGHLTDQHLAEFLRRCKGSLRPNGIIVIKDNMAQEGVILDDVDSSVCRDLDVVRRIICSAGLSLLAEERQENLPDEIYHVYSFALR
p53null 32C kill: qHTS Screen for Compounds that Selectively Target Cancer Cells with p53 Mutations: Cytotoxicity of p53 Null Cells at the Permissive Temperature | H1299-neo p53 null cells, ATP luminescence, 24 h, 32C | Potency, µM (titrated, usually from 46.1 µM), for inactives: at the top dose activity change, negative = cytotoxicity, hits mostly cytotoxic | 55,000 compounds, 0.62% hits | AID 903, 2007;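 further: potency means the concentration at half of the fitted maximal effect; 0% = DMSO only and -100% = full killing by 100 µM tamoxifen; nearly all actives have a fitted effect of over 55% in size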
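AC50 values derive from Hill modelling of qHTS concentration-response data (up to 46 uM) in H1299-neo cells. Cells were treated 24 h at 32C following overnight attachment at 37C; viability was read as cellular ATP.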
FH mod: Identification of activators of human fumarate hydratase by quantitative high-throughput screening | 54,000 compounds, 0.22% hits | Potency, µM (top dose mostly 79.9 µM), for the others: at the top dose activity change, negative = inhibition, hits mostly inhibitors | AID 1347055, 2019 | FH coupled MDH/diaphorase resazurin fluorescence, 15 min | Fumarate hydratase, mitochondrial (Homo sapiens), P07954; further: potency means the concentration at half of the fitted maximal effect; on the % scale 0 is the no-effect control and ±100 the full control effect; the screen sought activators but most active calls are inhibition curves; nearly all actives have a fitted effect of over 45% in size
TSG101-PTAP inh: qHTS Validation Assay for Inhibitors of HIV-1 Budding by Blocking the Interaction of PTAP/TSG101: Sytravon Library Screen; Tumor susceptibility gene 101 protein (Homo sapiens), Q99816; Fluorescence polarization, FITC-PTAP peptide/Tsg101, 20 min; Potency, µM (titrated, usually from 115 µM), for inactives: top-dose activity change, negative = inhibition, hits mostly inhibitors; 44,000 tested, under 10 active; AID 1347069, 2019; further: potency means the concentration at half of the fitted maximal effect; 0% is about no effect
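Fluorescence polarization: Tsg101 binding domain (10 uM final) in 10 mM HEPES pH 7.5, 0.15 M NaCl, 0.01% Tween 20, 3 mM EDTA, 0.1 mM TCEP; compounds pinned; FITC-PTAP peptide 50 nM final; 20 min, r.t.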
B2AR arrestin ag: qHTS assay of beta-arrestin-biased ligands of beta2-adrenergic receptor: NCGC Sytravon Library Screen. Beta-2 adrenergic receptor (Homo sapiens), P07550. HTLA Tango cells, beta-arrestin recruitment, luciferase luminescence, 18 h. Potency, µM (titrated, usually from 46.1 µM), for inactives: top-dose activation, most hits filed as activators. 44,000 tested, under 10 active. AID 1347077, 2019;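 further: potency means the concentration at half of the fitted maximal effect; 0% = DMSO and full agonism = EC100 isoproterenol or metaproterenol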
Target sequence (P07550 whole entry, looked up): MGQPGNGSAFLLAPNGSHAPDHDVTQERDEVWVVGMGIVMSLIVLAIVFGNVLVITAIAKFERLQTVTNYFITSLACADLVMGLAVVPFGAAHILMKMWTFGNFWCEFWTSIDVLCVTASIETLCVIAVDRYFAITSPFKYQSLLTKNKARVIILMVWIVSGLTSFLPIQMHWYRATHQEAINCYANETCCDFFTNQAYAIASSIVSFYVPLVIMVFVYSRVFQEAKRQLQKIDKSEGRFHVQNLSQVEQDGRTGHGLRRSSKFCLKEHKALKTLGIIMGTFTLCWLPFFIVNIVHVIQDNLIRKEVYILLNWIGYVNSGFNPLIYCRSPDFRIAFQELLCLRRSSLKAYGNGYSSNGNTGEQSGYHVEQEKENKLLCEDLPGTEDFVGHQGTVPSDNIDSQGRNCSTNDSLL
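Tango cells expressing recombinant beta2-AR and beta-arrestin were treated with compounds (up to 46 microM titration) in DMEM with 1% FBS for 18 hr at 37 degrees C. Beta-arrestin recruitment drove tTA-dependent luciferase, read by luminescence; curves were fitted and classed.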
p53null 39C tox: qHTS Screen for Compounds that Selectively Target Cancer Cells with p53 Mutations: Cytotoxicity of p53 Null Cells at the Nonpermissive Temperature. H1299 p53-null (neo) cells, 39C, ATPlite viability, 24 h. Potency, µM (highest dose often 46.1 µM), for the others: at the highest dose activity, negative = cell killing, hits mostly cytotoxic. 55,000 compounds, 0.97% hits;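 further: potency means the concentration at half of the fitted maximal effect; 0% = DMSO only and -100% = full killing by 100 µM tamoxifen; nearly all actives have a fitted effect of over 50% in size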
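H1299 lung cancer cells, p53-null (H1299-neo) or expressing p53 A138V (H1299-p53A138V), were plated overnight at 37C, then exposed to compounds at up to 46 uM for 24 hr at 39C. Viability was read by ATP-based luminescence.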
An asterisk follows results filed as active; ? = inconclusive; . = no result given; [ ] = remark or other dose. The call rests on the fitted dose curve; in most records, active means well fitted curve in the direction sought with a large enough effect; inconclusive means small, poorly fitted or top-dose-only effect, or another doubt; inactive means no such curve, though single readings can be large; an effect the other way counts as inactive or inconclusive.

SMILES | GALK inh | NTMT1 inhibitor | p53null 32C kill | FH mod | TSG101-PTAP inh | B2AR arrestin ag | p53null 39C tox
Cc1c(C2=CCN(S(=O)(=O)c3ccc(Br)cc3)CC2)c2ccccc2n1CC(=O)N1CCCC1 | 7% | 19% | 0% | -10% | -9% | 1% | -1%
COc1cc(OC)cc(-c2cc3nc(C)c(CCC(=O)NCc4ccccc4)c(C)n3n2)c1 | 8% | -5% | 4% | ? | -5% | -2% | ?
COc1ccc(-n2nnc(-c3nsc(NC(=O)c4cccc(C)c4)n3)c2C)cc1OC | 2% | -2% | -4% | ? | -5% | 0% | -13%
Cc1ccc(NC(=O)Cn2c(=O)n(-c3ccc(C)cc3)c(=O)c3ccc(C(=O)NCc4ccccc4Cl)cc32)cc1 | 9% | -11% | -24% | 10% | -1% | 1% | ?
COc1ccc(-c2noc(CCC(=O)NCc3ccc(OC)cc3OC)n2)cc1 | 1% | 0% | -5% | -2% | 1% | 0% | -10%
CCOc1ccc(NC(=O)CSc2nc3ccsc3c(=O)n2C(C)CC)cc1 (stereo not drawn) | -8% | -3% | 2% | -4% | 23% | 0% | 15%
Cn1c(-n2cccc2)c(-c2c(-c3ccc(F)cc3)[nH]c3c2c(=O)n(C)c(=O)n3C)c(=O)n(C)c1=O | 0% | 3% | -1% | -14% | 1% | -4% | -1%
COc1cc(C)ccc1OCCSc1nc2ccc(NC(=O)c3ccco3)cc2s1 | 0% | 25% | -10% | -11% | 4% | -2% | 17%
Cc1ccc(S(=O)(=O)Nc2cccc(-c3ccc(N4CCC(C)CC4)nn3)c2)s1 | 1% | . | 13µM* | . | 3% | 2% | 16µM*
CC1CCCN(S(=O)(=O)c2ccc3c(c2)CCN3C(=O)CCC(=O)O)C1 (stereo not drawn) | 0% | 2% | -6% | 1% | -2% | 0% | 2%
COc1ccccc1CNC(=O)CCn1c(=O)c2ccccc2n(CC(=O)Nc2ccc(C)cc2)c1=O | 0% | -2% | -24% | 7% | 0% | -2% | -24%
Cc1c2cnn(CC(=O)N3CCCCC3)c(=O)c2c(C)n1Cc1ccc(Cl)cc1 | 7% | 6% | 7% | -3% | 0% | -1% | -19%
CCOC(=O)c1c(NC(=O)c2cc(-c3ccccc3)on2)sc2c1CCCC2 | -1% | 18% | 25% | -3% | 0% | -2% | -1%
COc1cccc(CNC(=O)c2ccc3c(Cl)c4c(nc3c2)CCCC4)c1 | -2% | -5% | 2% | -10% | 4% | 1% | -19%
CCn1c(C)c(C)c2cc(C(=O)NCC(C)c3ccccc3)ccc21 (stereo not drawn) | -1% | -8% | 1% | -31% | 22% | 2% | 47%[activator]

The list goes on (three carried over from the part before).
SMILES | GALK inh | NTMT1 inhibitor | p53null 32C kill | FH mod | TSG101-PTAP inh | B2AR arrestin ag | p53null 39C tox
CCOC(=O)c1c(NC(=O)c2cc(-c3ccccc3)on2)sc2c1CCCC2 | -1% | 18% | 25% | -3% | 0% | -2% | -1%
COc1cccc(CNC(=O)c2ccc3c(Cl)c4c(nc3c2)CCCC4)c1 | -2% | -5% | 2% | -10% | 4% | 1% | -19%
CCn1c(C)c(C)c2cc(C(=O)NCC(C)c3ccccc3)ccc21 (stereo not drawn) | -1% | -8% | 1% | -31% | 22% | 2% | 47%[activator]
CCN(C(=O)CSc1nc2ccccc2n1CC(=O)Nc1ccccc1C)c1ccccc1 | 0% | 18% | 1% | -15% | -1% | 7% | 48%[activator]
O=C(Nc1cccc(Cl)c1Cl)c1cc2nc(-c3ccc4c(c3)OCO4)cc(C(F)(F)F)n2n1 | -5% | 7% | . | -4% | -8% | -1% | .
CCCCN(Cc1cc2cc(C)ccc2[nH]c1=O)C(=O)c1cccc(Cl)c1 | 4% | -1% | -14% | -17% | 1% | 1% | -11%
CC(C)c1ccc(C2N=C(N)Nc3nc4ccccc4n32)cc1 (stereo not drawn) | -1% | ? | -1% | -10% | 0% | 0% | -28%
CCc1ccc(NC(=O)CC2C(=O)N(c3ccc(OC)cc3)C(=O)N2Cc2cccs2)cc1 (stereo not drawn) | 1% | . | -9% | . | -1% | 2% | -9%
CCn1nnc2cc(C(=O)Nc3ccc(C)cc3Br)ccc21 | 0% | -5% | -10% | -2% | 1% | 0% | -11%
COc1ccccc1N1CCN(C(=O)CCS(=O)(=O)c2cc(Br)cc3c2N(C(=O)C2CC2)CC3)CC1 | -10% | 2% | 10% | 8% | -3% | 0% | -6%
Cc1ccc(NC(=O)c2c3c(nc4ccccc24)C(=O)N(C2CCCCC2)C3)cc1F | 5% | 8% | -7% | 6% | 1% | 2% | -6%
CCOC(=O)c1c(NC(=O)c2cc(OCC)c(OCC)c(OCC)c2)sc2c1CCCCC2 | -23% | ? | 4% | 2% | -3% | 1% | -18%
COc1cccc(NC(=O)Cn2cc(C(=O)c3ccc(F)cc3)c(=O)c3cc(OC)ccc32)c1 | 8% | -12% | -5% | -3% | -1% | -1% | -3%
CSc1nc2c(c(=O)[nH]1)C(c1cccc(F)c1F)CC(=O)N2 (stereo not drawn) | -1% | 14% | 5% | -2% | -5% | -4% | -9%
COc1ccc(C(=O)NCCn2cc(SCC(=O)Nc3ccc(F)cc3)c3ccccc32)cc1 | 9% | -2% | . | -18% | 2% | 0% | .
COc1ccc(CNC(=O)Cn2ccc3cc(S(=O)(=O)N4CCCC4)ccc32)c(OC)c1 | -2% | 2% | -13% | -12% | 1% | 0% | 11%
Cc1ccc(-n2ncc(C(=O)NCCN3CCc4ccccc4C3)c2C2CCN(C(=O)OC(C)(C)C)CC2)c(C)c1 | -2% | -6% | 0% | -17% | -5% | 1% | -10%
CNC(=O)C1CCC(Cn2c(=O)c3sccc3n(Cc3cc(C)ccc3C)c2=O)CC1 (stereo not drawn) | 0% | 11% | -4% | -4% | -1% | 0% | -30%
CC(CCc1ccccc1)NC(=O)Cn1ncc2c3ccccc3n(Cc3ccc(F)cc3)c2c1=O (stereo not drawn) | 1% | 7% | -11% | 21% | 1% | -3% | -14%
CCc1ccc2oc(C(=O)NCC(c3ccc(OC)cc3)N3CCCCC3)c(C)c2c1 (stereo not drawn) | 2% | -8% | 5% | -17% | 4% | -2% | -19%
COc1ccc(-c2nc(CCNC(=O)c3ccccc3)cs2)cc1OC | -7% | 12% | -15% | -4% | -4% | 0% | 4%
CC1CCCN(CCCNC(=O)Cn2ncc3c([nH]c4ccccc43)c2=O)C1 (stereo not drawn) | -5% | -26% | -12% | -25% | 1% | 0% | 7%
Cc1ccc(Cn2c(C(=O)Nc3cccc(Cl)c3)cc3sccc32)cc1 | 1% | 3% | 8% | -29% | -1% | 0% | 6%
COc1ccc(C(=O)Nc2cnc3ccccn3c2=O)cc1 | -1% | -3% | -23% | -9% | 1% | 2% | ?
CCOc1ccc(CNC(=O)c2ccc3nc(C(C)C)oc3c2)cc1 | -11% | ? | -1% | -26% | 0% | 2% | -4%
CCc1c(CN2CCN(c3cccc(C)c3)C(C)C2)csc1C (stereo not drawn) | 3% | 8% | -7% | 4% | 2% | 0% | -17%
O=C(CSc1nc2c([nH]c3ccccc32)c(=O)n1-c1ccccc1)c1ccccc1 | 2% | 13% | 4% | 2% | 5% | 0% | 24%
CCOc1ccc(C2CC(=O)n3nc(-c4ccc(C)cc4)nc3S2)cc1OC (stereo not drawn) | 2% | 8% | -12% | -6% | -1% | -1% | 4%
Nc1c(C(=O)NCc2ccc3c(c2)OCO3)nnn1CC(=O)Nc1ccc(Br)cc1 | 0% | 20% | -17% | -3% | 0% | 0% | -23%
CN(C)CCCNC(=O)C(=O)NCC(c1ccc2c(c1)OCO2)N1CCOCC1 (stereo not drawn) | 3% | -6% | ? | -17% | 4% | 0% | -1%
CCCN1C(=O)c2[nH]nc(-c3ccccc3O)c2C1c1ccc(OCc2ccccc2)c(OC)c1 (stereo not drawn) | 4% | 7% | 17% | ? | -8% | -1% | 58%[activator]
O=C(CSc1nc2c(c(=O)[nH]1)CCCC2)Nc1ccccc1C(F)(F)F | -12% | 7% | 1% | -3% | -4% | -3% | -9%
Cc1ccc(S(=O)(=O)NCC2CCC(C(=O)NCCc3ccc(Cl)cc3)CC2)cc1 (stereo not drawn) | -2% | -1% | 7% | 16% | 3% | 1% | 22%
COC(=O)c1scc(-c2ccc(C)cc2)c1S(=O)(=O)Nc1cccc(Cl)c1C | -2% | 8% | -3% | -18% | -1% | 1% | 20%
Cc1cccc(-c2nc3cc(NC(=O)c4ccc(OCC(C)C)cc4)ccc3o2)c1 | -3% | -3% | 5% | -4% | -2% | 0% | -11%
Cc1nc(N2C(=O)c3oc4ccccc4c(=O)c3C2c2ccccc2F)sc1C (stereo not drawn) | 4% | 2% | -2% | -4% | -1% | 0% | -10%

Record cards, as listed above. Order of values: GALK inh, NTMT1 inhibitor, p53null 32C kill, FH mod, TSG101-PTAP inh, B2AR arrestin ag, p53null 39C tox
COc1ccc(-c2nc(CCNC(=O)c3ccccc3)cs2)cc1OC in the list: -7%, 12%, -15%, -4%, -4%, 0%, 4%
COc1cc(C)ccc1OCCSc1nc2ccc(NC(=O)c3ccco3)cc2s1 in the list: 0%, 25%, -10%, -11%, 4%, -2%, 17%
Cc1ccc(Cn2c(C(=O)Nc3cccc(Cl)c3)cc3sccc32)cc1 in the list: 1%, 3%, 8%, -29%, -1%, 0%, 6%
CC(C)c1ccc(C2N=C(N)Nc3nc4ccccc4n32)cc1 (stereo not drawn) in the list: -1%, ?, -1%, -10%, 0%, 0%, -28%
COc1ccc(-n2nnc(-c3nsc(NC(=O)c4cccc(C)c4)n3)c2C)cc1OC in the list: 2%, -2%, -4%, ?, -5%, 0%, -13%

A portion of the library, so the mix of outcomes need not match the whole.
